EBV gp42 inh – EBV gp42 inhibition; inhibition, % (tested at 21.74 µM); Fluorescence polarization binding assay, mP read-out; hit rate 0.42% among 220,000; in the data active means inhibition above about 50%
Runt-CBFb FRET – inhibitors of human RUNX1 Runt domain binding to CBFb; Cerulean-Runt/Venus-CBFb FRET ratio 530/480, 1 h; inhibition, % at 20 µM; hit rate 0.46% among 220,000; AID 1496;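 active means inhibition over about 50% at 20 µM in the single-dose screen, limit read from the data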;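 further: 0% = DMSO wells and 100% = excess unlabeled CBFb competitor control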
Target sequence (Q01196 whole entry, looked up, the tested form may be a part): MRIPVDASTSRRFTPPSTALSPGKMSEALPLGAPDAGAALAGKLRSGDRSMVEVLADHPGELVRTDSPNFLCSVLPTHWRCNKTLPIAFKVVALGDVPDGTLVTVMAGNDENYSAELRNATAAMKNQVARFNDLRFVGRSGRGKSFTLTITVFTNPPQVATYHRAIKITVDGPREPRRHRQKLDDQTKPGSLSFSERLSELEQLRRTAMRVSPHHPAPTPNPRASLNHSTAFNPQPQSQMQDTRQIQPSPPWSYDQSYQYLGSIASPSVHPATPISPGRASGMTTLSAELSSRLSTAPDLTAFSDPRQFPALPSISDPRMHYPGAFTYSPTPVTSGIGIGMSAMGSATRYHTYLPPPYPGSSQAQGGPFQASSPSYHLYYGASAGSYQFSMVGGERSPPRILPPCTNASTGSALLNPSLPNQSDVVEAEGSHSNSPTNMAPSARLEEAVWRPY
Target sequence (Q13951 whole entry, looked up, the tested form may be a part): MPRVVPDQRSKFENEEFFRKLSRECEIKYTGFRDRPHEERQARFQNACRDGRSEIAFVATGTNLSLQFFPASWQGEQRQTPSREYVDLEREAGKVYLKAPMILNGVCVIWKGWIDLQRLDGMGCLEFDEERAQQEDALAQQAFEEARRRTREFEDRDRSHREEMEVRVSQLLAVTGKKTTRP
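Measured by: fluorescence energy transfer, 422 nm excitation, 530/480 nm emission; test system: Cerulean-tagged RUNX1 Runt domain (FRET donor) fusion protein; buffer or medium: Tris pH 7.5 buffer with BSA; compound: one dose, 20 µM compound, 1% DMSO; times: two 1 h room-temperature incubations shielded from light; benchmarks: unlabeled CBFb 5 µM, positive control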
NCF1 inh – inhibitors of human p47phox binding | P14598 | p47phox/p22phox peptide binding, fluorescence polarization, 2 h | inhibition, % at 24.7 µM | hit rate 0.53% among 220,000;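 active means inhibition above about 30%, limit read from the data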;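 further: 0% = p47phox with labelled peptide and 100% = labelled peptide alone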
Furin inh – inhibitors of human furin; P09958; inhibition, % at 30 µM; purified furin, fluorogenic substrate cleavage; hit rate 0.061% among 220,000; AID 463115; in the data active means inhibition above about 25%; further: inactives centre near -15
Calpain2 inh – calpain II (pig) inhibition. hit rate 0.37% among 220,000. inhibition, % at 16 µM. purified calpain II, fluorogenic peptide substrate, 30 min;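 active means inhibition above about 50%, limit read from the data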
p97 inhibitor – human p97 ATPase inhibition | P55072 | recombinant p97 ATPase, Kinase-Glo ATP luminescence, 3 h | inhibition, % at 8 µM | hit rate 0.42% among 220,000 | AID 1481; in the data active means inhibition above about 15%;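 further: 0% = DMSO vehicle and 100% = wells lacking enzyme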
Tb hexokinase – T. brucei hexokinase 1 inhibition; inhibition, % at 10 µM; hit rate 0.11% among 220,000; recombinant TbHK1, G6PDH-coupled NADH A340;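 active means inhibition of 50% or more in the single-dose primary screen; inactive means inhibition below 50%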
Runt-SMMHC FRET – blocks binding of human RUNX1 Runt domain to CBFb-SMMHC; Cerulean-Runt/Venus-CBFb-SMMHC FRET ratio 530/480, 1 h; inhibition, % at 20 µM; hit rate 0.74% among 220,000; AID 1434;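 active means mean inhibition across duplicate retests at 20 µM reaching about 50%, limit read from the data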;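 further: 0% = DMSO wells and 100% = wells with excess untagged CBFb-SMMHC; inhibitors lower the FRET ratio by blocking Runt binding to CBFb-SMMHC; some results filed as inactive read as strong as hits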
RBBP9 inhibitor – human RBBP9 hydrolase inhibition | O75884 | recombinant RBBP9, FP-Rh probe fluorescence polarization | inhibition, % at 7.94 µM | hit rate 0.2% among 220,000 | AID 1515;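 active means inhibition above the campaign mean of all tested compounds plus 3 SD, cut at about 14% in these data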;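 further: plate controls were DMSO wells with RBBP9 for no effect and wells lacking RBBP9 protein for full effect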
Target sequence (O75884 whole entry, looked up): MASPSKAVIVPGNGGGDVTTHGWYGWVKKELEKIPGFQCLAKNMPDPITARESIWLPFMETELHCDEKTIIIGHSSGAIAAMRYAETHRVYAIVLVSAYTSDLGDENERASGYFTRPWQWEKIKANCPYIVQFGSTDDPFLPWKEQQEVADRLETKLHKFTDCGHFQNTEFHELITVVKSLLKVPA
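System: RBBP9 protein / Quantity: 2.5 µM RBBP9 dispensing solution, before mixing / Also added: Serine-hydrolase probe FP-Rh, 375 nM pre-mixing / Dosing: 7.94 µM single dose, 0.794% DMSO / Timing: enzyme-compound preincubation 30 min, then probe labeling 45 min, 25 °C / Signal: FP readout at 525/598 nm / Controls: DMSO-treated enzyme wells and wells lacking RBBP9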
* marks the source's active call; other numbers are inactive results; i = inactive; / = not tested or not shown; [ ] = dose if it differs, or a comment.

SMILES	EBV gp42 inh	Runt-CBFb FRET	NCF1 inh	Furin inh	Calpain2 inh	p97 inhibitor	Tb hexokinase	Runt-SMMHC FRET	RBBP9 inhibitor
COc1ccc(NC(=S)N(Cc2ccc(C(=O)O)cc2)Cc2ccc(OC)c(OC)c2)cc1	2	5	-6	-14	-41	7	1	0	-3
CCc1nn(CC(=O)O)c(=O)c2ccccc12	-2	0	-18	-20	-12	2	1	-1	-7
CCN(C(=O)CSc1nc2ccccc2n1CC)C1CCS(=O)(=O)C1 (centres undefined)	-8	0	-3	-25	-23	2	2	-3	-11
CC(C)COC(=O)c1cc(=O)[nH]c2ccccc12	-9	-2	-11	-3	-131	4	-12	4	3
CCCCCCc1c(C)nc(-n2[nH]c(C)c(CCO)c2=O)[nH]c1=O	-3	-6	-12	-3	12	-2	6	-1	-15
CCC(Oc1ccccc1)C(=O)NCCOC (centres undefined)	-5	-1	2	-7	-14	-1	39	2	9
Cc1noc(C)c1CN(C(=S)NC1CC1)c1ccccc1	-19	1	3	-22	0	5	-2	1	5
CCOc1ccc(NC(=O)C(=O)NCC2CCCN2CC)cc1 (centres undefined)	-16	1	-12	-14	-1	-1	2	3	-3
CCCC(=O)Nc1ccc2c(c1)COC2=O	-12	-12	-12	-27	-17	3	-6	9	-6
COc1ccc(C(=O)C2CCCN(C(=O)c3noc4c3CCCC4)C2)c(C)c1 (centres undefined)	5	0	-3	-16	7	-2	9	4	-11
Cn1c(=O)c2c(nc(NCCNC(=O)c3ccco3)n2Cc2ccc(Cl)cc2Cl)n(C)c1=O	-16	0	-7	-24	-4	0	2	2	-4
CN=C1SC(CC(=O)Nc2ccc(F)cc2F)C(=O)N1/N=C(\C)c1cccc(OCC(=O)O)c1 (centres undefined)	-8	1	0	-13	-7	-3	-21	0	-8
O=C(Nc1ccc(Cl)cc1C(=O)N1CCOCC1)c1cccc([N+](=O)[O-])c1	-11	3	-14	-6	-8	8	21	1	-10
COc1ccc(C(=O)Nc2cc(C)on2)cc1S(=O)(=O)N1CC(c2ccccc2)CC1=O (centres undefined)	2	-1	-11	-28	-39	1	2	-5	-8
O=C(CSc1nnc2scc(-c3ccc(Cl)cc3)n12)NCc1ccc2c(c1)OCO2	-1	0	-28	4[20 µM]	31	14	-3	-7	-5
Cc1ccc(-n2ncc3c(=O)n(CC(=O)N4CCN(c5ccccc5F)CC4)cnc32)cc1C	-10	-3	-10	-21[20 µM]	-11	5	4	-3	8
CN(C)/C=C1\N=C(c2ccc(Cl)cc2Cl)OC1=O	-1	2	-2	-3[20 µM]	27	-11	-32	2	1
CC(C)Cn1c(CN2CCCCC2C)nc2c1c(=O)n(C)c(=O)n2C (centres undefined)	-17	-1	-13	-16	9	-6	-3	-4	-5
Cc1noc(C)c1COc1ccc(C(=O)OCC(=O)Nc2ccc3ccccc3c2)cc1	-19	2	-24	4[20 µM]	21	-2	1	-4	-37
COc1ccc(CCN2C(=O)NC(NS(=O)(=O)c3ccc(Cl)cc3)(C(F)(F)F)C2=O)cc1OC (centres undefined)	-4	-3	4	-13	-2	4	0	1	-14
CC1Cc2ccccc2N1C(=O)CSc1ncc(-c2ccc(F)cc2)n1C (centres undefined)	-23	0	-14	-12	-1	1	3	-2	-4
Cc1ccc(-c2c[n+](CC(=O)Nc3ccc(C)cc3C)c3n2CCC3)cc1	6	-1	0	-16	-13	-1	4	0	0
O=C(CSc1ccccn1)N1CCN(c2cccc(Cl)c2)CC1	-21	35	-8	-11[20 µM]	-14	0	-5	46	3
Cc1oc2c(O)c(O)ccc2c(=O)c1-c1ccccc1	-2	35	0	-30	7	/	-8	23	/
CC(C#N)Sc1ncnc2sc3c(c12)CCC3 (centres undefined)	0	3	-9	-13	5	-4	-2	-1	1
COc1ccc2c(c1)[n+](=O)c(C(C)=O)c(C)n2[O-]	-11	3	1	-18[20 µM]	-62	4	-10	-1	-1
Cc1ccc(CNC(=O)CSc2nnnn2C)cc1	-4	-1	2	6[20 µM]	-3	2	0	4	-9
COc1ccc(NC(=O)CCNS(=O)(=O)c2ccc3c(c2)c(=O)n(C)c(=O)n3C)c(OC)c1	-19	-1	-10	-16	3	10	-7	-3	-12
O=C(Cc1ccc(-n2c(=S)[nH]c3ccccc3c2=O)cc1)N1CCC(N2CCCCC2)CC1	-12	3	-10	-11[20 µM]	-11	4	-7	-3	-6
Cc1cccc(NC(=S)N2CCCC(c3nc4ccccc4[nH]3)C2)c1 (centres undefined)	17	1	-6	-12	-2	-2	8	-1	-11

Three entries drawn at random from those above:
SMILES	EBV gp42 inh	Runt-CBFb FRET	NCF1 inh	Furin inh	Calpain2 inh	p97 inhibitor	Tb hexokinase	Runt-SMMHC FRET	RBBP9 inhibitor
O=C(Cc1ccc(-n2c(=S)[nH]c3ccccc3c2=O)cc1)N1CCC(N2CCCCC2)CC1	-12	3	-10	-11[20 µM]	-11	4	-7	-3	-6
O=C(CSc1ccccn1)N1CCN(c2cccc(Cl)c2)CC1	-21	35	-8	-11[20 µM]	-14	0	-5	46	3
CC1Cc2ccccc2N1C(=O)CSc1ncc(-c2ccc(F)cc2)n1C (centres undefined)	-23	0	-14	-12	-1	1	3	-2	-4

By substructure, the entries above with an aryl thioether with sulfur outside any ring.
SMILES	EBV gp42 inh	Runt-CBFb FRET	NCF1 inh	Furin inh	Calpain2 inh	p97 inhibitor	Tb hexokinase	Runt-SMMHC FRET	RBBP9 inhibitor
CCN(C(=O)CSc1nc2ccccc2n1CC)C1CCS(=O)(=O)C1 (centres undefined)	-8	0	-3	-25	-23	2	2	-3	-11
O=C(CSc1nnc2scc(-c3ccc(Cl)cc3)n12)NCc1ccc2c(c1)OCO2	-1	0	-28	4[20 µM]	31	14	-3	-7	-5
CC1Cc2ccccc2N1C(=O)CSc1ncc(-c2ccc(F)cc2)n1C (centres undefined)	-23	0	-14	-12	-1	1	3	-2	-4
O=C(CSc1ccccn1)N1CCN(c2cccc(Cl)c2)CC1	-21	35	-8	-11[20 µM]	-14	0	-5	46	3
CC(C#N)Sc1ncnc2sc3c(c12)CCC3 (centres undefined)	0	3	-9	-13	5	-4	-2	-1	1
Cc1ccc(CNC(=O)CSc2nnnn2C)cc1	-4	-1	2	6[20 µM]	-3	2	0	4	-9

(continued)
SMILES	EBV gp42 inh	Runt-CBFb FRET	NCF1 inh	Furin inh	Calpain2 inh	p97 inhibitor	Tb hexokinase	Runt-SMMHC FRET	RBBP9 inhibitor
COc1ccc(C(=O)CSc2nnc(CNC(=O)c3ccco3)n2C)cc1	-5	2	-6	-17	-10	1	2	1	-4
N/C(=N\OC(=O)COc1ccc([N+](=O)[O-])cc1)c1ccc(Br)cc1	-19	-3	-1	-27	-56	9	-9	-4	-3
CCOc1ccc(NC(=O)CSc2nnc(COc3c(C)cccc3C)o2)cc1	8	0	-12	-20	-34	3	-7	2	-7
C=C(Cl)COc1ccc2c(CCCC)cc(=O)oc2c1	-17	-4	-11	-7[20 µM]	-69	-3	24	-3	-5
CCc1c(O)nc2sc3ccccc3n2c1=O	-9	0	-3	-19[20 µM]	-13	5	-3	0	0
O=C(NCc1ccccc1Cl)C1CC(=O)N(Cc2ccccc2)C1 (centres undefined)	-21	2	-12	-28	8	1	-3	3	-8
O=C(/C=C/NCc1ccc(F)cc1)c1ccccc1	-10	-2	-2	-11	10	1	-19	5	-6
COC(=O)CNC(c1ccccc1Cl)c1cc(Br)ccc1NC(=O)CCN1CCOCC1 (centres undefined)	-9	-1	-5	-16[20 µM]	-22	0	-1	3	-9
CC(C)COC(=O)n1ccc(C(=O)N2CCCCC2)n1	-3	-3	-9	-10	-16	4	2	1	-7
CC(C)c1ccccc1NS(=O)(=O)N(C)C	5	-1	0	-7	18	-1	2	-3	0
O=C(NC1CCc2ccccc21)c1cc(COc2ccc(F)cc2F)on1 (centres undefined)	-7	-2	2	-13	35	2	-9	0	7
CCOC(=O)c1c(C)nn(-c2ccc(NC(=O)CSCC(=O)O)cc2)c1C	-5	1	-38	-11	-16	-1	-5	-1	-4
CCCN1CCN(CCCNC(=O)c2cc3c(=O)[nH]c4ccc(C)cc4c3s2)CC1	-20	2	2	-43	-320	2	-42	2	-1
CCCC(c1nnnn1C1CCCCC1)N1CCN(c2ncccn2)CC1 (centres undefined)	-14	-1	2	-25	17	-2	-11	3	2
CC(=O)c1ccc(N2CCCCC2)c(F)c1	-2	4	6	-23	-18	5	-7	0	-6
CN(c1cccc(NC(=O)Nc2ccc(Cl)cc2)c1)S(C)(=O)=O	-16	0	2	-5[20 µM]	3	5	3	-4	-7
O=C(Nc1ccccc1N1CCOCC1)c1ccc(Cl)c(S(=O)(=O)NCc2ccco2)c1	-16	2	-13	-19	-3	5	0	1	-7
Cc1ccc(C)c(N2CCN(C(=O)CCCCn3c(=O)[nH]c4ccccc4c3=O)CC2)c1	-2	-2	-7	-5	-3	4	3	-2	3
CCC1CCC/C1=N\NC(=O)CCC(=O)Nc1ccccc1Cl (centres undefined)	-10	-2	-5	-26	-4	-2	-15	-1	-2
CC1CCc2cc(F)cc3c(O)c(C(=O)NCc4ccco4)c(=O)n1c23 (centres undefined)	0	0	5	-16	-12	6	-1	-2	-1
O=C(COC(=O)C12CC3CC(CC(O)(C3)C1)C2)NC12CC3CC(CC(C3)C1)C2	-15	-2	4	-10	11	-1	-8	1	2
CCOC(=O)CC1=NN(c2ccccc2)C(=O)/C1=C\c1ccc(N(C)C)cc1	-45	-8	-3	-9	3	8	31	-8	0
CCSc1nnc(NC(=O)[C@@H](NC(=O)c2ccccc2F)C(C)C)s1	-1	-4	-10	-13	-3	0	-6	1	1
Cc1cccc(N(CC(=O)NCc2ccc(F)cc2)C(=O)c2csnn2)c1C	-1	1	-6	-32	5	0	-8	0	-2
Nc1nc2sc3c(c2cc1C(=O)N1CCOCC1)CCCC3	1	-3	-6	-28	i	3	-7	2	-2
O=c1c2ccccc2nc2n1CCC2O (centres undefined)	-11	1	-8	-25	23	-5	-4	0	-8

Screening results from PubChem BioAssay.
